Source: PubChem
LGR2 antag: inhibitors of bursicon-induced Drosophila LGR2 receptor cAMP signaling. actives 0.35% (n = 380,000). inhibition, % at 9.99 µM. HEK293 LGR2, CRE-luciferase, bursicon-stimulated, 4 h;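 active means drop in luminescence signal, shown as inhibition above about 50% in the replicate tests, limit read from the data, passing the limit was not always enough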;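 further: agonist challenge used bursicon conditioned medium at about half maximal strength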
PAX8 reporter: PAX8 transcriptional activity inhibition. actives 1.2% (n = 360,000). AID 652154. RMG-I TPO-luciferase reporter, SteadyGlo, 24 h. inhibition, % at 12.6 µM;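 active means mean replicate inhibition at least 60% with every replicate also reaching 60%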;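 further: luciferase light reporting Pax8 driven TPO promoter activity; plate controls were median of neutral control wells for no effect and mitoxantrone controls for full effect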
PglD DTNB: inhibitors of Campylobacter jejuni PglD acetyltransferase. inhibition, % at 12.5 µM. actives 0.098% (n = 360,000). purified PglD enzyme, DTNB colorimetric CoA detection; in the data active means inhibition above about 16%, passing the limit was not always enough; further: strong numbers were not always called active
C2C12 statin: protects C2C12 myotubes from simvastatin toxicity. AID 602340. actives 0.78% (n = 330,000). rescue of ATP level, % at 7.49 µM. ATP luminescence, 48 h; scaled: DMSO 0, geranylgeraniol control 100;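 active means mean ATP rescue above about 67%, or every replicate alone reaching that limit, limit read from the data, passing the limit was not always enough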;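 further: myotubes were challenged with 10 µM simvastatin during compound exposure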
PGC1a acetyl inh: lowers PGC1a acetylation signal in U2OS cells; AlphaScreen anti-acetyl-lysine; with virally co-expressed GCN5 acetyltransferase; AID 651687; inhibition, % at 15.6 µM; actives 0.17% (n = 350,000);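 active means every replicate shows inhibition of at least 40%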;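 further: 0% = neutral control wells and 100% = positive control wells; some results beyond the cut were filed as inactive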
Cneo AK release: causes C. neoformans cell lysis | adenylate kinase release luminescence, 4 h; normalised: neutral wells 0, clomiphene wells 100 | lysis activity, % at 15 µM | actives 0.2% (n = 360,000) | AID 651654;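 active means mean lysis activity across replicates of at least 80%, whatever share of replicates individually reach that level; inactive means mean lysis activity below 80%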
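Material: C. neoformans cells | Amount: Yeast cell density of 5 × 10^6 cells/mL | Medium: Fresh YPD growth medium | Dosing: Single dose | Times: Static 4 h at 37 °C with compound, 1 h detection | Detection: AK luminescence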
GSIS activator: GLuc luminescence reporter in INS-1E cells, primary screen for activators of glucose-dependent secretion of insulin; INS-1E GLuc reporter insulin secretion, 2-3 h; activation, % at 16.6 µM; actives 0.61% (n = 370,000);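 active means lowest replicate activation of at least 40%, so every replicate reaches that level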;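 further: 0% = median of neutral control wells and 100% = median of IBMX positive control wells; some compounds called inactive have numbers as strong as hits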
ARNT TACC3 PPI: ARNT/TACC3 interaction disruption. Q9Y6A5. AlphaScreen His-ARNT PAS-B/GST-TACC3 binding, luminescence; TACC3 fragment carries E629A point mutation. inhibition, % at 9.99 µM. actives 0.66% (n = 390,000);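 active means mean inhibition of replicates at least 50% and at least half of replicates each reaching 50%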;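 further: 0% = complete ARNT plus TACC3 wells and 100% = ARNT alone without TACC3; many hits fall short of the cut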
Starred values were filed as active, the others as inactive; . = not tested or not shown; & = joins results of further samples. No enrichment for hits; 2.9% or so of the library scored in one or more.

Order of results – LGR2 antag	PAX8 reporter	PglD DTNB	C2C12 statin	PGC1a acetyl inh	Cneo AK release	GSIS activator	ARNT TACC3 PPI
1) COc1ccccc1NC(=O)CCC(=O)Nc1cc(OC)c(NC(=O)c2cccs2)cc1OC
  4	17	.	4	.	.	3	26*
2) Cn1cccc1C1C(C#N)=C(N)OC2=C1C(=O)CCC2 (stereo unspecified)
  11	9	1	3	6	4	7	.
3) C[C@@H]1CCCCO[C@@H](CN(C)C)[C@@H](C)CN([C@H](C)CO)C(=O)c2cc(NS(=O)(=O)c3ccccc3)ccc2O1
  19	-6	1	7	-10	-1	10	-20
4) O=C(NN1C(=O)/C(=C/c2ccc(O)cc2)SC1=S)c1cccc(O)c1
  0	10	-9	2	-7	-2	-22	11
5) CC1CCCCC1NC(=O)CSc1nnc(CN2CCOCC2)n1C (stereo unspecified)
  .	.	-1	-10	-37	0	.	-4
6) CC(C)OP(=O)(OC(C)C)C(NC(=O)c1ccc(Br)cc1)c1ccccc1 (stereo unspecified)
  .	.	-1	-4	-15	2	.	1
7) Cc1ccc(S(=O)(=O)N[C@H]2CC[C@H](CC(=O)O)O[C@H]2CO)cc1
  9	-16	-1	-1	-7	0	4	-3
8) Cc1cccc2cc(CN(Cc3ccc(F)cc3)C(=O)N3CCOCC3)c(=O)[nH]c12
  -12	.	0	6	4	0	9	1
9) O=C(COC(=O)c1ccc(O)cc1)NC1CCCCCCC1
  -7	-21	6	2	.	0	1	.
10) Cc1ccc(Cc2c(C3CCCCC3)nc3ccc(Br)cn23)cc1
  -52	-37	-4	4	4	12	-25	.
11) COc1ccc(S(=O)(=O)Nc2ccc3c(c2)C(=O)N([C@H](C)CO)C[C@@H](C)[C@H](CN(C)C(=O)c2ccccc2)OCCCC[C@@H](C)O3)cc1
  3	-4	4	41	.	-1	-24	-2
12) Clc1ccccc1CSC1=NCCN1
  9	7	1	13	-1	-2	1	-6
13) COc1ccc(S(=O)(=O)N(C)C[C@H]2OCCCC[C@H](C)Oc3ccc(NC(=O)Nc4ccccc4)cc3C(=O)N([C@H](C)CO)C[C@H]2C)cc1
  -3	23	-1	.	1	7	-4	-10
14) CCc1cccc(CC)c1NC(=O)c1cccc(N)c1
  .	-2	-2	14	0	3	.	-5
15) CC(C)CN(C(=O)c1ccc(S(=O)(=O)N2CCOCC2)cc1)C1CCS(=O)(=O)C1 (stereo unspecified)
  12	-4	.	.	.	.	-6	-4
16) CO[C@@H]1CN(C)C(=O)c2ccc(NC(=O)C3CC3)cc2OC[C@@H](C)N(Cc2cccc(F)c2)C[C@@H]1C
  -6	16	1	19	-4	0	-4	-15
17) O=C(NCc1ccncc1)C(F)(F)C(F)(F)C(=O)NCc1ccncc1
  0	.	12	-18	-11	-2	-4	-24
18) Cc1c(/C=C/C(=O)c2ccc(O)cc2)cnn1C
  -73	-130	-8	.	3	-13	13	-6
19) O=C(CSc1n[nH]c(-c2cccnc2)n1)Nc1ccccc1C(F)(F)F
  12	6	-1	8	.	1	-1	.
20) Cc1cccc(C)c1NC(=O)C(C)NCc1cccs1 (stereo unspecified)
  14	3	0	10	.	0	0	.
21) COc1ccc([C@H]2CC(=O)C=C(c3c(C)cc(C)cc3C)C2)cc1
  7	9	-2	2	-7	1	-18	-10
22) Cc1cccc(NC(=O)CN2CCN(CC(=O)Nc3ccc(-c4ccccc4)cc3)CC2)c1C
  9	5	0	1	.	-1	-11	5
23) COc1ccc(CN2[C@H](CO)[C@H]3c4ccccc4N(C(=O)c4ccccc4)C[C@H]32)cc1
  -13	3	-6	-3	-5	-4	2	8
24) Cc1cc(C2=CC(=O)C[C@H](c3ccc4c(c3)OCO4)C2)ccc1F
  -19	-9	-1	14	-9	-1	0	-3
25) CCOC(=O)c1c(-c2ccco2)csc1NC(=O)COC(=O)c1cnc(C)cn1
  5	.	-5	-5	-23	-2	-18	0
26) CS(=O)(=O)N1[C@@H](C#N)[C@H](c2ccc(C#CC3CCCCC3)cc2)[C@@H]1CO
  -5	-4	7	-11	0	-2	12	-3
27) O=C(NCc1ccc2c(c1)OCO2)c1ccc2c(c1)C(=O)N(Cc1cccnc1)C2=O
  .	.	6	0	-2	1	.	-5
28) C[C@H](CO)N1C[C@H](C)[C@@H](CN(C)Cc2ccc(C(=O)O)cc2)Oc2ccc(NS(=O)(=O)c3cccs3)cc2C1=O
  -7	.	2	.	6	-5	18	-3
29) CO[C@@H]1CN(C)C(=O)c2ccc(NC(=O)c3ccc(F)cc3)cc2OC[C@H](C)N(C(=O)CN(C)C)C[C@@H]1C
  -4	.	.	10	-28	.	2	.
30) CCCOc1ccc(C(=O)Nc2ccc3c(c2)OCO3)cc1
  -116	-173	2	-25	.	-27	-3	-8
31) C=CCc1cccc(/C=N/c2ncccc2O)c1O
  9	.	.	.	2	.	-8	23
32) O=C(Nc1ccncc1)c1ccc(Cl)c([N+](=O)[O-])c1
  13	-1	-1	5	5	-1	5	1
33) CN1CCCC(CC2Oc3ccccc3Sc3ccccc32)C1 (stereo unspecified)
  9	7	-1	-8	-18	13	.	-2
34) CC(=O)c1cccc(NC(=O)C(=O)Nc2cccc3ccccc23)c1
  -23	-135	.	.	.	.	2	-2
35) CCCn1c(=O)c(C(=O)NCc2ccc3c(c2)OCO3)c(O)c2ccccc21
  -12	-4	-5	3	.	-1	17	2
36) Cc1ccc(N2CC(C(=O)NCc3ccco3)CC2=O)cc1Cl (stereo unspecified)
  22	-1	0	0	1	-5	3	-2
37) Cc1ccc(S(=O)(=O)NCCC(=O)NC2CCCCCC2)cc1C
  .	15	4	-6	0	1	.	.
38) CN(C)S(=O)(=O)c1cccc(NC(=O)COC(=O)COc2ccccc2[N+](=O)[O-])c1
  -9	16	.	.	.	.	-13	8
39) C[C@H]1CN([C@@H](C)CO)C(=O)c2cc(NS(C)(=O)=O)ccc2O[C@@H]1CN(C)C(=O)NC1CCCCC1
  10	8	-10	-22	4	0	22	-5
40) O=C(Cc1ccccc1)Nc1nccs1
  11	2	-3	-2	.	-1	-4	-2
41) COc1cc2ccccc2cc1C(=O)N(CCN(C)C)c1nc2ccc(C)cc2s1
  -4	27	-6	-22	-22	1	-63	11
42) O=S(=O)(NCc1cn2ccccc2n1)c1ccccc1F
  11	-11	.	.	-12	.	-7	-22
43) CN1C[C@H]2[C@@H](c3ccccc31)[C@@H](CO)N2C(=O)C1CCCCC1
  14	10	1	7	5	-1	-6	4
44) CC(=O)NC(=O)c1cnn(-c2ccccc2)c1N
  9	-13	.	-7	.	.	6	-3
45) C=CCn1c(=O)[nH]c2cc(C(=O)N3CCN(c4ccc(C(C)=O)cc4)CC3)ccc2c1=O
  .	.	0	9	-21	0	.	1
46) Cc1cc(Oc2ccc(=O)n(C)n2)nc(SCC(N)=O)n1
  2	6	.	8	4	.	7	4
47) COc1cc(OC)c(OC)cc1/C=C/C(=O)OCC(=O)Nc1c(C)n(C)n(-c2ccccc2)c1=O
  -8	5	-1	1	-7	0	1	-7
48) COc1ccc(CN(C)C[C@H]2Oc3ccc(NC(=O)C4CC4)cc3CC(=O)N([C@H](C)CO)C[C@@H]2C)cc1
  8	-24	.	.	-2	.	32	.
49) COc1ccc(-c2nnc(SCC(=O)N3CCCCC3)o2)c(OC)c1
  .	.	-3	16	-7	0	.	3
50) C/C=C/c1cnc2c(c1)C(=O)N([C@@H](C)CO)C[C@H](C)[C@@H](CN(C)S(=O)(=O)c1ccc(C)cc1)O2
  16&-6	6	3&-1&1	-9	-6&-2&-3	2&7&3	1&2	-9&-2
51) C[C@H]1CN([C@@H](C)CO)C(=O)c2cc(NS(=O)(=O)c3ccc(Cl)cc3)ccc2O[C@@H]1CN(C)S(=O)(=O)c1cn(C)cn1
  15	.	2	-7	5	2	6	-2
52) CCC(=O)N1[C@@H]2c3ccc(-c4ccncc4)c(=O)n3C[C@H]1[C@H](CO)[C@H]2C(=O)N1CCc2ccccc2C1
  -11	4	-3	-8	-6	45	2	9
53) COc1ccc(C(=O)C[n+]2ccc3c(c2)nnn3-c2ccccc2)cc1
  3	1	-4	-2	3	-2	2	-7
54) CC(C)Cc1ccc(C(C)C(N)=Nc2ccc(O)cc2)cc1 (stereo unspecified)
  -1	19	3	-18	-18	11	7	6
55) Cc1ccc(/C=N/NC(=O)CC(=O)NCc2cccnc2)cc1
  -4	.	-1	.	3	2	1	-3
56) Cc1nn2c(N3CCOCC3)cc(C(C)C)nc2c1-c1ccccc1
  -13	-19	3	-5	-7	1	3	-4
57) C[C@H]1CN([C@@H](C)CO)C(=O)c2ccccc2-c2ccccc2CO[C@H]1CN(C)C(=O)Nc1ccc2c(c1)OCO2
  -7	0	1	.	-5	-2	-1	3
58) CC(C)(C)OC(=O)N1CCN(c2ccc(NC(=O)c3ccco3)cc2)CC1
  -4	10	2	-8	3	-2	-6	2
59) O=[N+]([O-])c1cncc([N+](=O)[O-])c1Nc1ccccc1Cl
  1	23	-2	28	-3	-3	2	19
60) COc1ccc(/C=N/NC(=O)c2cccnc2)cc1CSc1ccccn1
  -4	10	0	-8	1	-2	-4	-1

Remaining list, next part
Order of results – LGR2 antag	PAX8 reporter	PglD DTNB	C2C12 statin	PGC1a acetyl inh	Cneo AK release	GSIS activator	ARNT TACC3 PPI
61) Cc1nc2c(-c3ccccc3)c(C)nn2c(C)c1CCC(=O)NCc1ccco1
  1	1	0	8	-24	4	-12	-14
62) CN(C)C(=O)c1cccc(-c2ccc([C@@H]3[C@@H](C#N)N(C(=O)C4CCCC4)[C@H]3CO)cc2)c1
  -9	-37	.	.	-13	.	3	.
63) CCCc1nn(C)c(C(N)=O)c1[N+](=O)[O-]
  -4	27	.	.	.	.	20	2
64) CCOc1cc(/C=C2\CCn3c2nc2cc(Cl)ccc2c3=O)ccc1O
  20	23	-7	-6	.	0	13	-7
65) O=C(NCC1CC1)c1onc(CSc2nc3ccccc3[nH]2)c1C(=O)NCC1CC1
  -3	21	-3	4	-5	-3	-23	-3
66) O=C(N/C(=C/c1ccc([N+](=O)[O-])cc1)C(=O)N1CCOCC1)c1ccco1
  -21	.	-1	-2	1	1	.	6
67) C[C@H](CO)N1C[C@H](C)[C@@H](CN(C)Cc2ccccc2)Oc2ncc(C#CCc3ccccc3)cc2C1=O
  6	1	.	.	-1	.	-17	.
68) CC(=O)N1CCSc2ccc(S(=O)(=O)Nc3ccccc3C)cc21
  -10	-16	2	5	4	-6	15	0
69) O=C(NCc1ccccc1Cl)c1ccc2c(=O)n(CCCN3CCCC3=O)c(=S)[nH]c2c1
  .	.	-2	-1	.	2	.	10
70) CCC(OC(=O)CN1C(=O)c2ccccc2C1=O)C(=O)NC1CCCC1 (stereo unspecified)
  0	7	2	33	.	0	25	.
71) CCc1nnc(NC(=O)CSc2nnc(-c3c[nH]c4ccccc34)n2C)s1
  10	.	1	-42	2	1	0	6
72) O=C(COC(=O)CCc1nc2ccccc2n1-c1ccccc1)Nc1ccc(N2CCCCC2)cc1
  9	.	-6	.	.	0	-43	-4
73) Cc1onc(-c2c(Cl)cccc2Cl)c1C(=O)NCCN1CCOCC1
  .	.	-3	.	2	0	.	-2
74) CCOC(=O)CN1C(=O)C(O)=C(C(C)=O)C1c1ccccc1 (stereo unspecified)
  .	.	-2	14	7	-2	.	-9
75) COc1ccccc1CC(=O)Nc1cc(S(=O)(=O)N2CCOCC2)ccc1N1CCOCC1
  .	-20	-1	8	7	1	.	-7
76) O=C(C[C@@H]1C[C@H]2c3cc(NS(=O)(=O)c4ccc(F)cc4)ccc3O[C@H]2[C@H](CO)O1)N1CCCCC1
  7	2	0	2	-16	-1	0	-10
77) C[C@@H]1CCCCO[C@@H](CN(C)S(=O)(=O)c2ccc(F)cc2)[C@H](C)CN([C@@H](C)CO)C(=O)c2cc(NC(=O)CCC(F)(F)F)ccc2O1
  -14	-14	4	.	4	-2	-5	.
